# Assay outcomes (PubChem)
# ERp5 block: inhibitors of human ERp5 | 0.05% of 350,000 active | inhibition, % at 9.99 µM | AID 651711 | ERp5 insulin aggregation, absorbance 650 nm, 90 min;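 active = mean replicate inhibition above about 25%, with every replicate also reaching it, limit read from the data, passing the limit was not always enough; inconclusive = only one of those two criteria met; inactive = neither criterion met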
# Target sequence (Q15084 whole entry, looked up): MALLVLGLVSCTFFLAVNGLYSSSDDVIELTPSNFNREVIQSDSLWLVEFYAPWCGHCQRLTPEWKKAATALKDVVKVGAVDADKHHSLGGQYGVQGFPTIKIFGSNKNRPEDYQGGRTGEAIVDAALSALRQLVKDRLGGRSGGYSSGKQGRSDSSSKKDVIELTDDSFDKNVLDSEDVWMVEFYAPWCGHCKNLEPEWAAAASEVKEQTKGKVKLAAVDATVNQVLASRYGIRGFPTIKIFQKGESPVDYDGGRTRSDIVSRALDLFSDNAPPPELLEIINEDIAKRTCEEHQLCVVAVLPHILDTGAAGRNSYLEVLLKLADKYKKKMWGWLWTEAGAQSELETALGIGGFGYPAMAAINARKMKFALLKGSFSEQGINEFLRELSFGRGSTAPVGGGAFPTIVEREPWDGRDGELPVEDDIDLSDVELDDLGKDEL
# miR122 inh: inhibitors of miR-122 in Huh7 cells | Huh7 miR-122 Renilla luciferase sensor, 48 h; neutral wells = 0, positive control = 100 | activation (reporter increase), % at 12.5 µM | 0.3% of 340,000 active | AID 602342;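 active = mean replicate activation score at least 90 and every replicate individually at or above 90; inconclusive = only one of the two criteria met; inactive = neither criterion met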;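 also: higher luciferase means less miR-122 activity so hits act as miR-122 inhibitors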
# SIRT5 inh: sirtuin-5 (human) deacylase inhibition | Purified SirT5, succinyl-peptide AMC, trypsin-coupled fluorescence | inhibition, % at 15 µM | 1.1% of 330,000 active; in the data active = inhibition above about 15%; inconclusive = no clear call, values can overlap the other calls
# Target sequence (Q9NXA8 whole entry, looked up): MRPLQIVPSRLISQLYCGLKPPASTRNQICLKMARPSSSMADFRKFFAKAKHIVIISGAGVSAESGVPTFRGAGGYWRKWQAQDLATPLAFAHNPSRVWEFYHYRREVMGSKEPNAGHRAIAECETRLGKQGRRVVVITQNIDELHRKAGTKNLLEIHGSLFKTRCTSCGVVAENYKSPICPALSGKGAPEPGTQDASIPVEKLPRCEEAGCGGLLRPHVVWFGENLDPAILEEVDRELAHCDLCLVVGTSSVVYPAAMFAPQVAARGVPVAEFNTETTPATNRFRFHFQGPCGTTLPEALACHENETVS
# DENV2 CPE rescue: inhibitors of DENV2 cytopathic effect; DENV2-infected cells, cytopathic effect rescue, plate reader; CPE inhibition, % at 9.99 µM; 1.7% of 350,000 active; in the data active = CPE inhibition above about 20%, passing the limit was not always enough; inconclusive = no clear call, values can overlap the other calls; tested in BHK-21 cells;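 also: 0% = median of neutral control wells and 100% = median of positive control wells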
# F508del corr: CFTR F508del correction in bronchial cells; 0.36% of 350,000 active; activity (quench increase), % at 7.58 µM; CFBE cells, YFP halide quenching; stimulated with forskolin plus potentiator P3; % fluorescence drop versus neutral controls;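 active = mean added fluorescence quench of at least 8% versus neutral control, with both replicates also reaching 8%; inconclusive = only one of the mean or replicate conditions met; inactive = mean below 8% and not both replicates reaching 8%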;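 also: cells transiently co-express mutant CFTR-F508del with the halide-sensitive YFP; corrector assay measuring rescue of mutant channel to the surface after 24 h compound exposure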
# ERAP1 HTS inh: inhibitors of human ERAP1 aminopeptidase; Q9NZ08; 0.15% of 340,000 active; inhibition, % at 10.7 µM; recombinant ERAP1, Leu-AMC fluorescence, 60 min; AID 652197;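 active = mean replicate inhibition of at least 30%, or all replicates individually reaching that 30% level; inactive = mean below 30% and not every replicate reaching it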;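 also: 0% = neutral control wells and 100% = L-leucinethiol positive control wells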
# Casp6 inh: inhibitors of human caspase-6; P55212; purified caspase-6, Z-VEID-R110 cleavage fluorescence; inhibition, % at 12.5 µM; 0.53% of 350,000 active; AID 686996;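 active = mean inhibition across replicates at least about 35%, with every replicate also reaching that limit, limit read from the data; inconclusive = only one of the two criteria met; inactive = neither criterion met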;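 also: 0% = median of neutral control wells and 100% = no fluorescence left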
# Target sequence (P55212 24-179 limits assumed): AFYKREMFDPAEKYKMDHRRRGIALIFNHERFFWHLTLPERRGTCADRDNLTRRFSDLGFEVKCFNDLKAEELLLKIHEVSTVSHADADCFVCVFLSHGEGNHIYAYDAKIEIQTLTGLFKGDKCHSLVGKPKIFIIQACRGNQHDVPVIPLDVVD
# Target sequence (P55212 194-293 limits assumed): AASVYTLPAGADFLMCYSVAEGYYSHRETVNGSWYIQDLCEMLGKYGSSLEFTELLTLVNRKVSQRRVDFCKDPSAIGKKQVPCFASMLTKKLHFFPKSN
# An asterisk follows results filed as active; ? = inconclusive; . = no result given; [ ] = dose if it differs, or a comment.
ERp5 block	miR122 inh	SIRT5 inh	DENV2 CPE rescue	molecule	F508del corr	ERAP1 HTS inh	Casp6 inh
3	2[16.7 µM]	-4	-2	C[C@@H]1CN([C@H](C)CO)C(=O)CCCn2nncc2CO[C@@H]1CN(C)C(=O)Nc1cccc(Oc2ccccn2)c1	-0.6	0	2
-3	-3	-3	0	CCC1(c2ccccc2)NC(=O)N(CC(=O)Nc2ccc3c(c2)OCO3)C1=O (stereo not given)	1.0	-2	3
4	2	1	5	COc1ccc(/C=N/Nc2nc3ccccc3[nH]2)cc1OC	.	-23	9
-1	.	-1	2	Cc1ccc(NC(=O)c2cccc(F)c2)cc1S(=O)(=O)N1CCCCCC1	0.2	2	-1
-3	-4	-1	-2	Cc1ccccc1C(=O)NCC(=O)NC1CC1	2.2	0	0
4	8	7	5	O=C(Nc1ccc(Oc2ccccc2)cc1)c1ccc(Cn2c(=O)[nH]c3ccsc3c2=O)cc1	-2.1	2	-1
0	.	-4	-4	Cc1ccccc1S(=O)(=O)N1[C@H](C#N)[C@H](c2ccc(C#CC3CCCC3)cc2)[C@@H]1CO	1.6	2	-1
-2	1	-4	2	O=C(NCCc1ccccc1)C1CCN(C(=O)N2CCOc3ccccc32)CC1	-0.8	5	0
-4	-2	.	0	Nc1nc(-c2ccccc2)[nH]c(=O)c1N	.	-6	0
-3	5[16.7 µM]	1	-1	O=C(N[C@@H]1C=C[C@H](CC(=O)N2CCN(c3ccccc3)CC2)O[C@H]1CO)c1ccncc1	-1.0	0	-1
-4	1	7	.	CC(C)CC(COCc1cccc(Cl)c1)N1CCN(C(=O)c2cccc(C(F)(F)F)c2)CCC1=O (stereo not given)	-4.5	-2	1
3	-4	.	-6	COc1ccc(/C=C/C(=O)NC2CCN(Cc3ccccc3)CC2)cc1OC	1.0	4	-10
5	16[16.7 µM]	0	-2	C[C@H](CO)N1C[C@H](C)[C@@H](CN(C)Cc2ccncc2)Oc2cc(C#CCN(C)C)ccc2S1(=O)=O	0.7	1	-1
3	-6	.	-10	O=c1c2ccccc2nc(N2CCN(c3ccccc3)CC2)n1Cc1ccccc1	-2.2	.	-4
7	.	-4	-1	N#Cc1ccc(/C=C/C(=O)c2cccnc2)cc1	-3.2	-4	10
0	.	-2	5	Cc1c(C(=O)Nc2cccc(N(C)S(C)(=O)=O)c2)cccc1[N+](=O)[O-]	-1.5	5	-5
2	10	.	?	CCOC(=O)[C@@H]1[C@H]2COc3ccccc3[C@@H]2N2C(=O)N(c3ccc(C(F)(F)F)cc3)C(=O)[C@@]12C	0.4	2	2
-3	-4	-2	14	Cc1ccc(C(=O)N2CCN(c3nc4ccccc4n3C)CC2)cc1	0.7	0	-1
0	2[16.7 µM]	-5	-11	C[C@@H]1CN([C@@H](C)CO)C(=O)c2cc(N(C)C)ccc2O[C@@H](C)CCCCO[C@@H]1CN(C)C(=O)Nc1ccc(F)cc1	0.3	1	0
-10	.	3	24*	COCC(=O)N1[C@@H](C#N)[C@@H](c2ccc(C3=CCCCC3)cc2)[C@@H]1CO	-2.6	-1	3

# Quoted at random: 7 entries already listed
ERp5 block	miR122 inh	SIRT5 inh	DENV2 CPE rescue	molecule	F508del corr	ERAP1 HTS inh	Casp6 inh
3	-4	.	-6	COc1ccc(/C=C/C(=O)NC2CCN(Cc3ccccc3)CC2)cc1OC	1.0	4	-10
-3	-3	-3	0	CCC1(c2ccccc2)NC(=O)N(CC(=O)Nc2ccc3c(c2)OCO3)C1=O (stereo not given)	1.0	-2	3
-4	-2	.	0	Nc1nc(-c2ccccc2)[nH]c(=O)c1N	.	-6	0
-1	.	-1	2	Cc1ccc(NC(=O)c2cccc(F)c2)cc1S(=O)(=O)N1CCCCCC1	0.2	2	-1
4	8	7	5	O=C(Nc1ccc(Oc2ccccc2)cc1)c1ccc(Cn2c(=O)[nH]c3ccsc3c2=O)cc1	-2.1	2	-1
0	.	-4	-4	Cc1ccccc1S(=O)(=O)N1[C@H](C#N)[C@H](c2ccc(C#CC3CCCC3)cc2)[C@@H]1CO	1.6	2	-1
3	2[16.7 µM]	-4	-2	C[C@@H]1CN([C@H](C)CO)C(=O)CCCn2nncc2CO[C@@H]1CN(C)C(=O)Nc1cccc(Oc2ccccn2)c1	-0.6	0	2

# More results:
ERp5 block	miR122 inh	SIRT5 inh	DENV2 CPE rescue	molecule	F508del corr	ERAP1 HTS inh	Casp6 inh
7	-2	1	-17	CN(C)CCN(C(=O)C1CCN(S(=O)(=O)c2cccs2)CC1)c1nc2ccccc2s1	-0.2	1	1
-1	-8[16.7 µM]	3	4	CCCC#Cc1cnc2c(c1)C(=O)N([C@H](C)CO)C[C@@H](C)[C@H](CN(C)C)O2	-3.5	5	2
3	.	0	8	COC(=O)N/N=C/c1cccs1	0.0	-2	1
1	-4	1	5	CC1(C(=O)NS(=O)(=O)c2cccc(Cl)c2)CCN1C(=O)Cc1cc(F)ccc1F (stereo not given)	-0.4	-2	0
4	.	0	0	CN1CCN(C(=S)Nc2cccc(S(=O)(=O)N(C)C)c2)CC1	1.5	-2	-2
0	-8	-2	-13	COc1ccccc1/C=C/C(=O)OCC(=O)N1CCN(S(=O)(=O)c2ccc(C)cc2C)CC1	-0.2	3	1
1	16	-3	-7	O=C1CN(C(=O)c2ccccc2F)C(c2ccc(F)cc2)c2cc(Br)ccc2N1 (stereo not given)	-2.0	0	-6
0	3	5	0	Cc1cc(NC(=O)CSc2cn(C)c3ccccc23)no1	3.7	2	0
6	.	1	?	O=C(N/N=C/c1ccco1)C1CC(=O)N(c2ccccc2)C1 (stereo not given)	.	-1	0
1	0	-3	0	COc1ccc(C2=NN(C(=O)CCC(=O)O)C(c3ccccc3F)C2)cc1 (stereo not given)	4.7	2	1
-2	.	.	-4	O=C(N/N=C/c1ccccc1)c1c(O)c2ccccc2[nH]c1=O	-2.7	7	2
4	31	0	2	COc1ccc([C@H]2CN(c3ccc(OC)cc3)C(=O)[C@@H]2CC(=O)Nc2ccc(Br)cc2)cc1	0.5	.	1
-1	-1	-5	13	Cc1ccc(C(C(=O)NCC2CCCO2)N(C(=O)c2snc(C(N)=O)c2N)c2ccc(F)cc2)o1 (stereo not given)	0.3	3	1
-3	.	-1	4	CC(C)CCCC(C)CCOC(=O)CN1CCCC1 (stereo not given)	-0.5	2	1
0	1	-1	?	CC(C)(C)OC(=O)NC(Cc1ccccc1)C(=O)NCCCC(=O)O (stereo not given)	-0.5	17	1
-5	4	0	11	Cc1ccc(C)c(C(=O)CN2C(=O)NC3(CCc4ccccc43)C2=O)c1 (stereo not given)	-2.7	1	5
0	.	-2	-4	COc1ccc(C2CC(c3ccc(OC)cc3OC(C)=O)=NN2C(=O)c2ccccc2)cc1 (stereo not given)	2.8	0	1
-2	-14	-3	11	O=C(CN1CCN(Cc2ccc(F)cc2)CC1)NCc1ccccc1	-0.6	-2	-2
-1	-3	1	0	O=P(O)(Cc1ccccc1)Cc1ccccc1	1.1	-1	1
2	-6[16.7 µM]	6	2	Cc1ccc(-c2ccc3c(c2)O[C@@H](CN(C)C(=O)CN(C)C)[C@H](C)CN([C@@H](C)CO)S3(=O)=O)cc1	-5.0	-1	1
.	-3[16.7 µM]	.	-1	CCCNC(=O)C[C@@H]1C[C@H]2c3cc(NC(=O)c4ccc5c(c4)OCO5)ccc3O[C@H]2[C@H](CO)O1	-1.2	.	.
12	-3[16.7 µM]	-2	-3	CCCNC(=O)N(C)C[C@@H]1Oc2ncc(C#CCc3ccccc3)cc2C(=O)N([C@H](C)CO)C[C@@H]1C	-2.8	-1	1
3	0	0	6	COc1ccc(NS(=O)(=O)c2cccc(C(=O)OCC(=O)NC3CC3)c2)cc1	-0.3	-2	-3
1	1	-5	-4	Cc1cccn2c(=O)c(/C=C(\C#N)C(=O)NCc3ccco3)c(N3CCCCCC3)nc12	-1.3	4	-1
3	1	-5	10	C=CCN(CC=C)CCOc1cccc2ccccc12	0.9	-3	-9
2	.	-2	2	CCCn1c(=O)c(C(=O)NCc2ccccc2)c(O)c2ccccc21	-0.8	1	-1
-4	.	1	2	Cc1ccc(-n2c(O)c(C=NC3CCS(=O)(=O)C3)c3ccccc3c2=O)c(C)c1 (stereo not given)	-2.9	1	4
0	-2	-1	5	Cc1cccc(-n2ncc3c2CCCC3NC(=O)CCN2CCCO2)c1C (stereo not given)	-1.0	2	-9
4	.	-2	3	Cc1cccc(C2=N/C(=C\c3cccs3)C(=O)O2)c1	-1.0	-2	-1
1	.	-4	-7	CCS(=O)(=O)N1CC2(CN(Cc3ccccc3F)[C@H](CO)c3c2c2ccc(OC)cc2n3C)C1	-3.5	5	1
4	-3	-4	9	O=C(CN1CCC(NC(=O)c2ccccc2Cl)CC1)NCc1ccco1	-0.2	1	-1
7	.	-1	7	CCCC(=O)N1CC2(C1)CN(C(=O)C1CCC1)[C@H](CO)c1[nH]c3cc(OC)ccc3c12	1.1	0	-1
12	.	0	?	CC(C)NC(=O)N[C@H]1CC[C@@H](CCNS(=O)(=O)Cc2ccccc2)O[C@H]1CO	7.9	-1	-2
-1	.	-6	6	CO[C@@H]1CN(C)C(=O)c2cc(NC(=O)Nc3c(C)noc3C)ccc2OC[C@H](C)N(C)C[C@H]1C	-2.6	0	-10
-4	5	-1	10	CCn1c(C)c(C(=O)c2ccccc2)c(C#N)c1C(=O)O	1.4	-1	4
2	0[16.7 µM]	2	6	CNC(=O)C[C@@H]1CC[C@H]2[C@@H](COC[C@H](O)CN2C(=O)Nc2ccc(Cl)c(Cl)c2)O1	2.7	11	-1
2	.	0	-4	C[C@@H]1CN([C@H](C)CO)C(=O)c2ccccc2-c2ccccc2CO[C@@H]1CN(C)C(=O)Nc1ccccc1C(F)(F)F	-1.2	.	.
1	.	6	0	C#Cc1ccc(C(=O)NCc2ccc(N3CCCC3=O)cc2)cc1	0.3	0	1
6	.	0	0	CO[C@@H]1CN(C)C(=O)c2ccc(NC(C)=O)cc2OC[C@@H](C)N(Cc2cccnc2)C[C@H]1C	3.1	-4	0
3	.	-1	-5	Cc1cccc(-c2ccc([C@@H]3[C@@H](CO)N4C(=O)CN(S(=O)(=O)c5cccc(F)c5)C[C@H]34)cc2)c1	0.1	-3	-1
-1	-8	.	-7	CCOCCCNC(=S)N1CCN(c2nc(-c3ccc(F)cc3)cs2)CC1	2.6	0	-1
8	2[16.7 µM]	0	3	CCCN(C)C[C@H]1Oc2cc(C#C[C@H](C)O)ccc2S(=O)(=O)N([C@@H](C)CO)C[C@H]1C	1.5	-2	1
0	11[16.7 µM]	2	-9	CO[C@H]1CN(C)C(=O)c2ccc(NC(=O)c3ccc(F)cc3)cc2OC[C@@H](C)N(C(=O)c2ccc(F)cc2)C[C@H]1C	0.1	3	0
8	2	-5	4	COc1ccc(CNC(=O)c2[nH]c(C(F)(F)F)nc2-c2ccccc2)cc1	2.0	-1	6
-4	.	1	?	C[C@H]1CN([C@@H](C)CO)C(=O)c2cc(-c3ccccc3)cnc2O[C@@H]1CN(C)C(=O)c1ccccc1F	-2.6	-3	2
3	4	-1	3	COc1cc(OC)cc(-c2sc3ccc(OC)cc3c2C#CCO)c1	0.2	1	0
0	-4	1	-2	Cc1ccc(NC(=O)CC(C)S(=O)(=O)c2ccc3c(c2)NC(=O)CO3)cc1C (stereo not given)	-0.4	0	.
1	-12	-10	0	COc1ccc(CCNc2c3ccccc3nc3ccccc23)cc1OC	10*	-70	-4
0	17	-4	3	Cc1cc(C(=O)C(C)OC(=O)c2ccc(NC(=O)CC#N)cc2)c(C)n1-c1ccccc1 (stereo not given)	-2.5	2	2
2	2	-4	5	CC(C)(C)c1ccc(OCc2ccc(C(=O)N3CCOCC3)o2)cc1	0.3	-4	5
1	1	0	-5	CCOc1ccccc1OCCCC(=O)NNC(=O)c1ccc(F)cc1	0.9	-2	-3
-11	-2	0	.	NC(=O)C1CCN(C(=O)CSc2nc3ccccc3s2)CC1	.	-2	0
1	3	-6	-9	O=C(Cc1cccc(NC(=O)C2CCN(C(=O)C3CC3)CC2)c1)Nc1cccc(C(=O)N2CCCC2)c1	-2.9	0	-1

# Random draw from the library; any-hit rate near 4%.
